Bioassay records: PubChem, Broad Institute
INS-1E GSIS act: primary screen for activators of insulin secretion dependent on glucose, INS-1E cells, GLuc reporter luminescence | actives 0.61% (n = 370,000) | activation, % at 16.6 µM | INS-1E GLuc reporter insulin secretion, 2-3 h | AID 743287;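 active means lowest replicate activation of at least 40%, so every replicate reaches that level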;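 further: 0% = median of neutral control wells and 100% = median of IBMX positive control wells; some compounds called inactive have numbers as strong as hits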
F508del corr: correctors of CFTR F508del function in bronchial epithelial cells. CFBE cells, YFP halide quenching; stimulated with forskolin plus potentiator P3; % fluorescence drop versus neutral controls. activity (quench increase), % at 7.58 µM. actives 0.36% (n = 350,000). AID 720511;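 active means mean added fluorescence quench of at least 8% versus neutral control, with both replicates also reaching 8%; inconclusive means only one of the mean or replicate conditions met; inactive means mean below 8% and not both replicates reaching 8%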;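 further: cells transiently co-express mutant CFTR-F508del with the halide-sensitive YFP; corrector assay measuring rescue of mutant channel to the surface after 24 h compound exposure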
ERAP1 inh: blocks human ERAP1 aminopeptidase activity; recombinant ERAP1, Leu-AMC fluorescence, 60 min; Q9NZ08; AID 652197; actives 0.15% (n = 340,000); inhibition, % at 10.7 µM;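 active means mean replicate inhibition of at least 30%, or all replicates individually reaching that 30% level; inactive means mean below 30% and not every replicate reaching it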;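 further: 0% = neutral control wells and 100% = L-leucinethiol positive control wells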
esBAF inh: blocks esBAF chromatin remodeling in mouse ES cells | Bmi1-luciferase knock-in reporter, 24 h; 100% = twice the neutral-well signal | reporter increase, % at 12.5 µM | actives 2% (n = 350,000) | AID 602393; in the data active means activation above about 40%; inconclusive means no clear call, values can overlap the other calls;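 further: 0% = median of the plate's neutral control wells and 100% = double that signal; a rise in the Bmi1 reporter signal indicates esBAF inhibition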
Xi reactivation: activators of X-chromosome reactivation in mouse fibroblasts; activation, % at 7.58 µM; AID 743238; actives 0.055% (n = 360,000); XiGFP mouse fibroblasts, % GFP-positive cells imaging, 3 d; cells co-treated with 5-aza-dC sensitizer; scaled so ellipticine positive control = 100%;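 active means mean normalized replicate activation at least 10% and every replicate at or above 10%; inconclusive means only one of the two criteria met; inactive means mean below 10% and not all replicates reach 10%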;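 further: 0% = median of on-plate neutral control wells and 100% = ellipticine 6 µM median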
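System: XiGFP fibroblasts, SV40-immortalized. Medium: DMEM plus 5-aza-dC sensitizer. Doses: single point. Timing: 3 d treatment, 15 min room-temperature fixation. Control set: ellipticine 6 µM.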
ARNT TACC3 PPI: disruptors of human ARNT/TACC3 interaction; AID 623870; AlphaScreen His-ARNT PAS-B/GST-TACC3 binding, luminescence; TACC3 fragment carries E629A point mutation; inhibition, % at 9.99 µM; actives 0.66% (n = 390,000);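 active means mean inhibition of replicates at least 50% and at least half of replicates each reaching 50%; inconclusive means half or more replicates reach 50% but mean below 50%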;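 further: 0% = complete ARNT plus TACC3 wells and 100% = ARNT alone without TACC3; many hits fall short of the cut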
RAD52 inh: blocks human RAD52 DNA annealing; recombinant RAD52 DNA annealing, FRET fluorescence; inhibition, % at 18.7 µM; actives 0.46% (n = 360,000);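 active means every replicate showing at least 50% inhibition; inconclusive means mean inhibition at least 50% but not in every replicate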
RAD54 branch: blocks human RAD54 Holliday junction branch migration. Q92698. actives 0.14% (n = 360,000). inhibition, % at 10.4 µM. FAM/BHQ fluorescence;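 active means mean normalized replicate activity at least 40 and at least half of replicates scoring 40 or more; inconclusive means only one of the two criteria met; inactive means mean below 40 and under half of replicates reaching 40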;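 further: 0% = median of neutral control wells and 100% = median of positive control wells; inhibitors cause a drop in the FAM fluorescence signal; in these data hits start at about 50%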
Target sequence (Q92698 whole entry, looked up): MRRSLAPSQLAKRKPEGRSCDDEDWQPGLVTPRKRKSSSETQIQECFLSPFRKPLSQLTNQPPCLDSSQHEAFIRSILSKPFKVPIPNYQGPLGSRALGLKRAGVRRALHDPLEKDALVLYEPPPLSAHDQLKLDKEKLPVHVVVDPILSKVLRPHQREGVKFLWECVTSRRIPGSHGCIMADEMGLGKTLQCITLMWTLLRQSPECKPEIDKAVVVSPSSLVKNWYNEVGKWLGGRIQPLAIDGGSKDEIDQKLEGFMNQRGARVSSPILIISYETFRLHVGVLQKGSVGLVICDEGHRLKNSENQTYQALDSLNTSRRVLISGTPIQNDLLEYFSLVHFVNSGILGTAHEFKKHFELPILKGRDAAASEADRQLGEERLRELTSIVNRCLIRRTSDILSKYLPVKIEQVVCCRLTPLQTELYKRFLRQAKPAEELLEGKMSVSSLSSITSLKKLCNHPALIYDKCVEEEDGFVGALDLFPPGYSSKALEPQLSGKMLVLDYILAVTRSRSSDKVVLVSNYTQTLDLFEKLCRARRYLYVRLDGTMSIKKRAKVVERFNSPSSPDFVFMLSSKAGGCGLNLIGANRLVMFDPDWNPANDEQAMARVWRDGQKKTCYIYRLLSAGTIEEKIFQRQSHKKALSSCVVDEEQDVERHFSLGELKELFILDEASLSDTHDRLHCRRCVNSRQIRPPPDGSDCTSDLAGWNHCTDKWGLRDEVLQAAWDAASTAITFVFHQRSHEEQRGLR
The depositor's hits bear a star; ? = inconclusive; nt = not tested or not shown.

Start of the data: the first 5 compounds, ahead of the listing:
no.	canonical_smiles	INS-1E GSIS act	F508del corr	ERAP1 inh	esBAF inh	Xi reactivation	ARNT TACC3 PPI	RAD52 inh	RAD54 branch
1	Cc1ccccc1N1C(=O)CC2(CCCC2)CC1=O	-6.8	0.0	-2.8	5.5	-0.2	1.0	-7.4	11.5
2	CCn1cc(CNC(=O)c2ccc3nc(Cc4ccc(OC)cc4)oc3c2)cn1	-9.2	2.2	2.0	12.3	0.0	-6.3	-1.9	2.4
3	Cc1cc(=O)oc2cc(OCC(=O)OCC(=O)Nc3ccccc3C(C)C)ccc12	-10.0	-0.3	2.8	nt	0.1	-1.4	-13.5	7.5
4	COc1ccc(NC(=O)C[C@H]2C(=O)N(C3CCCCC3)C[C@@H]2c2ccc(OC)cc2)cc1	-18.1	-3.9	1.0	-2.6	0.1	nt	-29.6	-5.8
5	CCCC[C@@H]1CNC(=O)C(=O)N1CCCCC1CCCCC1	-34.7	1.4	5.5	nt	-0.1	nt	-11.8	nt

Main list (from the top)
no.	canonical_smiles	INS-1E GSIS act	F508del corr	ERAP1 inh	esBAF inh	Xi reactivation	ARNT TACC3 PPI	RAD52 inh	RAD54 branch
1	Cc1ccccc1N1C(=O)CC2(CCCC2)CC1=O	-6.8	0.0	-2.8	5.5	-0.2	1.0	-7.4	11.5
2	CCn1cc(CNC(=O)c2ccc3nc(Cc4ccc(OC)cc4)oc3c2)cn1	-9.2	2.2	2.0	12.3	0.0	-6.3	-1.9	2.4
3	Cc1cc(=O)oc2cc(OCC(=O)OCC(=O)Nc3ccccc3C(C)C)ccc12	-10.0	-0.3	2.8	nt	0.1	-1.4	-13.5	7.5
4	COc1ccc(NC(=O)C[C@H]2C(=O)N(C3CCCCC3)C[C@@H]2c2ccc(OC)cc2)cc1	-18.1	-3.9	1.0	-2.6	0.1	nt	-29.6	-5.8
5	CCCC[C@@H]1CNC(=O)C(=O)N1CCCCC1CCCCC1	-34.7	1.4	5.5	nt	-0.1	nt	-11.8	nt
6	CCN(CC)S(=O)(=O)c1ccc(=O)n(CC(=O)N2Cc3ccccc3CC2C(N)=O)c1 (stereo not given)	41.7	-3.2	3.6	7.4	0.1	25.1	-1.4	-4.6
7	CN1C(=O)[C@@](O)(CC(=O)c2ccccc2)c2cc(Br)ccc21	6.8	-0.7	0.8	nt	nt	nt	-5.1	nt
8	Cc1c(NC(=O)C(C)OC(=O)COc2ccccc2)c(=O)n(-c2ccccc2)n1C (stereo not given)	-9.3	0.6	1.0	nt	0.0	16.1	-14.6	nt
9	O=C(C[C@H]1C[C@@H]2c3cc(NS(=O)(=O)c4ccc(F)cc4)ccc3O[C@@H]2[C@@H](CO)O1)N1CCc2ccccc2C1	-8.6	-3.7	-4.4	8.8	0.1	12.4	-14.8	-8.3
10	O=C(/C=C/c1ccc(Cl)cc1)N1CCN(CCN2C(=O)c3cccc4cccc(c34)C2=O)CC1	39.6	0.8	2.9	1.5	-0.1	3.0	-10.4	-9.8
11	CC(=O)c1sc(NC(=O)COc2ccc(Cl)cc2Cl)nc1C	-6.8	0.2	1.2	45.0*	0.2	-45.3	-15.7	6.1
12	Cc1ccc(-n2nc(C(=O)O)cc2-c2ccc(Cl)cc2)cc1	8.2	1.7	5.5	nt	0.0	-30.6	-19.5	nt
13	CCOC(=O)c1sc(NC(=O)CN2C(=O)C3CC=CCC3C2=O)nc1C (stereo not given)	-4.1	0.3	-0.4	-1.0	0.0	1.9	-6.1	9.4
14	COc1ccccc1NC(=O)N[C@@H]1C=C[C@H](CC(=O)NCc2ccc(Cl)c(Cl)c2)O[C@@H]1CO	-6.1	0.5	2.1	3.2	0.4	7.4	10.0	-0.2
15	CCCCOc1ccc(Cc2cnc(N)nc2N)cc1	nt	-2.0	nt	nt	0.0	-0.4	5.0	0.2
16	O=C(c1ccccc1F)N1CC(=O)N2[C@H](C1)[C@H](c1ccc(-c3ccccc3)cc1)[C@@H]2CO	-19.0	0.1	-0.1	nt	0.1	nt	-19.0	nt
17	O=C(COC(=O)CCNS(=O)(=O)c1ccccc1)NC(=O)Cc1ccccc1	-7.6	0.2	-0.5	-2.7	-0.1	-0.5	-5.0	5.4
18	C[C@@H]1CCCCO[C@H](CN(C)C(=O)Nc2ccc(F)cc2)[C@@H](C)CN([C@@H](C)CO)C(=O)c2cc(NC(=O)NC3CCCCC3)ccc2O1	-6.7	1.9	-2.6	2.9	-0.1	5.2	-26.6	-0.1
19	O=C(CSc1nc2[nH]ncc2c(=O)[nH]1)Nc1ccccc1	-7.3	-0.1	-1.1	nt	0.2	-3.0	-25.1	nt
20	CCOCCCNc1nc(C(F)(F)F)nc2c1nnn2Cc1ccccc1Cl	0.1	2.1	0.2	-6.0	0.0	-11.0	-12.0	-8.1
21	COc1cc(S(=O)(=O)N(Cc2cccs2)C2CC2)ccc1-n1cnnn1	9.8	-4.7	-10.4	nt	nt	-0.4	-11.6	nt
22	N#Cc1c(NC(=O)c2ccc(N3CCOCC3)c([N+](=O)[O-])c2)sc2c1CCCC2	-2.5	2.7	-4.4	nt	0.0	-2.1	-5.7	0.0
23	O=C(NCc1ccco1)Nc1cccc([N+](=O)[O-])c1	10.9	5.0	1.2	-2.8	0.1	7.2	5.4	6.1
24	COCCN1C[C@@H](CO)O[C@@H](n2cnc3c(N4CCCC4)ncnc32)C1	12.1	1.3	0.5	1.1	-0.1	nt	-5.0	5.3
25	COc1cccc2cc(-c3n[nH]c(=S)n3C)oc12	-3.8	-0.9	-3.0	nt	0.2	0.9	-13.0	-1.6
26	O=C(O)CSc1nc(-c2ccccc2)cc(=O)[nH]1	10.7	nt	1.6	-4.6	nt	0.4	-8.9	6.2
27	CO[C@H]1CN(C)C(=O)c2ccc(NC(=O)Nc3ccccc3)cc2OC[C@H](C)N(C(=O)CC2CC2)C[C@H]1C	-5.9	1.7	-0.9	-0.2	-0.1	-2.9	-7.1	-1.2
28	Cc1cc(OCCCCCn2ccnc2)cc(C)c1Cl	-12.4	5.8	3.5	nt	0.0	11.9	29.3	nt
29	CCOc1ccccc1Nc1nnc(SCc2nnc(-c3cc(OC)c(OC)c(OC)c3)o2)s1	-38.5	nt	nt	nt	0.4	4.9	nt	-3.2
30	COCCn1c(=O)c2c(nc3n2CC(C)CN3CCc2ccccc2)n(C)c1=O (stereo not given)	33.1	3.1	-2.3	3.2	0.0	0.2	-6.4	-10.6
31	O=C(CCC(=O)NCc1ccccc1)NCc1ccccc1	1.6	0.1	-2.1	-6.5	0.2	-7.7	-24.7	-9.1
32	Cc1cccc(NC(=O)CCNS(=O)(=O)c2cccc3nonc23)c1C	1.8	2.6	-1.1	nt	0.0	nt	-8.5	nt
33	CN1c2ccc(-c3ccc(C#N)cc3)cc2[C@@H]2[C@@H](CCN2C(=O)CN2CCOCC2)[C@@H]1CO	33.7	-0.6	nt	-3.4	-0.1	3.3	nt	16.6
34	Cc1noc(C)c1C(=O)OC(C)C(=O)Nc1ccc(C(N)=O)cc1 (stereo not given)	10.0	-0.3	-1.0	-6.6	-0.1	-4.0	-10.5	5.9
35	CCn1cc(S(=O)(=O)Nc2cccnc2)cn1	3.3	0.3	-0.3	-5.2	-0.1	6.6	-0.7	-1.1
36	O=C(CSc1nccn1-c1ccc(F)cc1)NCc1ccc(F)cc1	4.1	-0.5	0.9	nt	0.0	-3.6	-15.4	nt
37	CCCCC(O)(c1ccccc1)C(CN1CCOCC1)c1ccccc1 (stereo not given)	-37.5	-1.5	0.2	-4.4	0.5	-4.3	0.5	-5.1
38	CCCCn1c(C(C)NC(=O)CCC)nc2ccccc21 (stereo not given)	nt	0.3	15.6	1.3	0.0	-1.7	4.9	3.4
39	O=C(O)c1cccc(NC(=O)c2ccccc2NC(=O)c2cccc([N+](=O)[O-])c2)c1	-14.8	1.0	-86.0	6.4	0.0	41.4	-0.1	2.0
40	CSc1cccc(NC(=S)Nc2cc(C)ccc2C)c1	10.8	3.2	4.6	15.4	-0.1	4.3	-17.2	-3.9
41	COc1ccc(/C=C/C(=O)O)cc1S(=O)(=O)N1CCc2ccccc2C1	11.3	0.1	0.5	nt	0.0	-1.7	-3.3	nt
42	CCOC(=O)NN1C(=O)c2ccccc2NC1c1cccnc1 (stereo not given)	11.8	1.8	-1.4	-10.2	0.5	-9.4	-4.3	-12.0
43	CCOc1ccc(CNC23CN4CN(CN(C4)C2)C3)cc1	7.4	0.5	2.0	3.7	nt	-0.2	-8.0	nt
44	O=C(NCCN1CCOCC1)c1ccc(Cl)c(S(=O)(=O)NCc2ccccc2)c1	-3.4	-3.7	-3.6	4.4	0.0	12.5	3.8	-2.8
45	COc1cc(C2C3=C(COC3=O)Oc3cc4c(cc32)OCO4)ccc1O (stereo not given)	-0.6	0.7	4.3	nt	1.2	-3.2	-12.9	nt
46	Cc1c(OCC(=O)C(C)(C)C)ccc2c3c(c(=O)oc12)CCCC3	8.5	1.8	-5.0	2.4	0.2	-2.3	-6.3	-0.7
47	Cc1cc(C)c2sc(NC(=O)C3CC3)nc2c1	nt	-2.9	4.3	?	0.1	4.2	-10.7	5.9
48	Cc1cccc(N(CC(=O)N2CCN(C)CC2)S(=O)(=O)c2ccccc2)c1	-10.0	5.8	0.7	-2.7	0.0	-1.4	-19.5	nt
49	COc1ccc(CNC(=O)C[C@H]2C[C@@H]3c4cc(N(C)C)ccc4O[C@@H]3[C@H](CO)O2)cc1	0.6	1.6	0.4	-4.0	0.0	-1.0	-51.3	3.4
50	Cc1ccccc1NC1=C(Cl)C(=O)OC1NC(=O)c1ccccc1 (stereo not given)	-13.1	0.8	-2.8	0.2	nt	-5.9	-4.9	-1.3
51	CCCN1CCCCC(NC(=O)c2ccc(F)c(F)c2)C1=O (stereo not given)	8.2	-1.0	-2.5	nt	0.7	nt	-24.3	nt
52	CC(=O)N1CC[C@@H]2[C@H]1c1cc(-c3ccccc3)ccc1N(C)[C@@H]2CO	2.0	-0.3	-3.4	3.0	0.1	-12.2	-7.1	3.3
53	COc1cc2ccccc2cc1C(=O)N1CC(C)OC(C)C1 (stereo not given)	-4.5	-1.0	-0.4	-2.4	0.0	-4.6	2.6	-8.7
54	Cc1[nH]c(=O)c(C#N)c(C)c1CSc1ncccn1	39.3	-1.6	nt	nt	0.1	-14.2	-1.2	0.7
55	C[C@@H]1CN([C@H](C)CO)C(=O)c2cc(NC(=O)CCC(F)(F)F)ccc2O[C@@H](C)CCCCO[C@H]1CN(C)S(=O)(=O)c1ccccc1	-2.9	0.8	0.0	2.2	0.1	-4.5	-11.1	6.1
56	CC(C)[C@H](NC(=O)c1ccccc1)C(=O)OCC(=O)N1CCCCCC1	-10.9	nt	nt	nt	-0.1	-3.3	nt	-12.0
57	CO[C@@H]1CN(C)C(=O)c2ccc(NC(C)=O)cc2OC[C@H](C)N(C(=O)CN(C)C)C[C@H]1C	-2.1	-0.9	nt	-7.3	2.3	-30.2	nt	-2.2
58	CCN1CCCC1CNC(=O)c1ccc2c(c1)NC(=O)/C(=C\c1ccccc1Cl)S2 (stereo not given)	-13.1	3.5	-8.2	-7.8	0.0	nt	-45.1	10.6
